# All columns: NCI-60 one-dose screen, growth in % after 48 h at 10 µM unless noted; 100 = growth as untreated, 0 = no growth, -100 = all killed.
# SW-620: SW-620 colon cancer; actives 5.2% (n = 82,000)
# HCT-15: HCT-15 colon cancer. actives 5.2% (n = 82,000). AID 1794746
# SK-OV-3: SK-OV-3 ovarian cancer cells; actives 3.2% (n = 80,000); AID 1794785
# HCT-116: HCT-116 colon cancer; AID 1794798; actives 7.3% (n = 82,000)
# OVCAR-4: OVCAR-4 ovarian cancer cells | AID 1794784 | actives 3.7% (n = 80,000)
# IGROV1: IGROV1 ovarian cancer. actives 4.7% (n = 79,000). AID 1794786
# KM12: KM12 colon cancer cells; actives 5% (n = 82,000); AID 1794800
# HT29: HT29 colon cancer; actives 7.4% (n = 81,000)
# COLO 205: COLO 205 colon cancer; actives 7.3% (n = 79,000)
# * = called active by the depositor; nt = no result given; & = joins results of further samples. The calls were made as follows: active = growth percent below 10; inactive = the rest. An unsorted share of the library. Share with any hit: about 12%.
SMILES,SW-620,HCT-15,SK-OV-3,HCT-116,OVCAR-4,IGROV1,KM12,HT29,COLO 205
Cc1nnc(SCC(=O)Nc2ccc(-c3ccccc3)cc2)s1,99,111,113,104,101,nt,112,106,109
Nc1c(C(=O)Nc2c(Cl)cccc2Cl)sc2nc3c(cc12)CCCC3,51,42,83,48,90,80,69,43,70
CC(C)=CCC/C(C)=C\C=N\NS(=O)(=O)c1ccc([N+](=O)[O-])cc1,114,120,102,94,91,102,110,100,118
O=C(CSc1nc2sc3c(c2c(=O)n1-c1ccc(Cl)cc1)CCCC3)Nc1nc(-c2ccccc2)cs1,109,101,110,101,111,93,105,105,124
CN(Cc1ccccc1)C(=O)N/C(N)=N/c1nc2ccccc2s1,95,84,91,68,64,94,82,84,95
COc1ccc(-c2cc(Cc3cccs3)c(=O)n(Cn3ccnc3)n2)cc1,114,86,104,105,109,116,108,nt,115
Cc1ccc(-c2nn(-c3ccccc3)cc2C2SCC(=O)N2c2ccccc2)cc1 (stereo not given),109,106,115,99,115,106,105,103,115
O=C1/C(=C/c2ccc(OCCCOc3ccccc3)cc2)N=C2SCCCN12,100,90,105,91,65,118,93,92,108
Cc1nn(-c2ccccc2)c(N2CCOCC2)c1-c1nc2ccc([N+](=O)[O-])cc2[nH]1,116,92,135,98,99,111,103,113,124
CCCC#CCN(CC)CC,107,100,107,109,104,110,111,104,110
COc1cc(/C=N/Nc2ccnc3cc(Cl)ccc23)cc(OC)c1O,-30*,-59*,109,-69*,-50*,-84*,-54*,8.2*,72
Cc1ccc(-c2nc3nc(-c4ccccc4)nc(N4CCCN(S(C)(=O)=O)CC4)c3o2)cc1,44,73,81,24,48,76,87,58,86
CC1(C)CC(=O)C([C@H](c2ccc(Cl)cc2)N2c3ccccc3Sc3ccccc32)C(=O)C1,97,96,77,84,93,102,94,94,98
COc1cc2c(c(OC)c1OC)C(=O)CC(c1cccc(NC(=O)c3cccc(NC(=O)[C@H](C)NC(=O)OC(C)(C)C)c3)c1)O2 (stereo not given in full),87,44,92,41,52,65,41,62,82
CC[C@H](CC[C@@H](C)[C@H]1CC[C@H]2[C@@H]3CC=C4C[C@@H](O)CC[C@]4(C)[C@H]3CC[C@]12C)C(C)C,104&110,102&81,104&95,105&95,114&98,111,99&106,109&101,107&103
CC(=O)Nc1cc(Cl)ccc1F,100,99,124,95,nt,108,106,114,95
CCOC(=O)/C(=C\c1ccc2ccccc2c1)P(=O)(OCC)OCC,2.3*,2.9*,113,4.9*,62,56,39,3.9*,42
COc1ccc(Nc2nc(N)nc3c(OC)nccc23)cc1,98,83,94,99,98,62,103,108,132
CCCCCCN1C(=O)C2CCC(=O)N2C1N(C)C (stereo not given),111,96,108,100,119,106,107,106,106
CCOC(=O)C(c1ccccc1)(c1ccccc1)c1ccccc1,101,97,102,82,91,86,90,86,106
CC(=O)c1c(C)nc(SCC(=O)Nc2ccc([N+](=O)[O-])cc2)n1-c1ccc(Cl)cc1,85,73,96,54,94,91,83,82,108
CN=C1C=C/C(=N/N=c2/ccn(O)cc2C)C=C1C,99,97,102,91,97,129,109,99,138
CCC(=O)OC1CCCCC1,101,101,118,99,105,108,106,110,113
COc1ccc([C@@H]2[C@@H](Oc3ccccc3)C(=O)N2c2cc(OC)c(OC)c(OC)c2)cc1F,26,13,17,2.4*,39,18,12,-6.9*,-41*
O=c1[nH]cnc(O)c1C1C=CC=CC=C1,108,111,106,107,105,111,111,106,106
O=[N+]([O-])c1ccc(Nc2ccccc2)c([N+](=O)[O-])c1,95,102,108,106,112,103,114,80,118
NS(=O)(=O)c1ccc(CCN2C(=O)C3C(C2=O)C2(Cl)C(Cl)=C(Cl)C3(Cl)C2(Cl)Cl)cc1 (stereo not given),105,90,115,94,96,97,105,86,108
NC1=NC2(CCCCCC2)N(c2ccc(S(=O)(=O)Nc3ccccn3)cc2)C(N)=N1,98,104,104,101,103,107,104,106,107
COc1ccc(-c2nc(N/N=C/c3ccccc3F)nc(N3CCOCC3)c2C#N)cc1,94,86,111,89,103,79,108,90,88
O=C(CN1CCc2ccccc21)NC1=Nc2ccccc2C(=O)NN1,98,104,106,98,116,90,101,110,101
O=C(N/N=C/c1cccc(Oc2ccccc2)c1)c1cnn2c1NC(c1ccccc1)C2 (stereo not given),64,71,72,69,27,71,68,71,67
C/C(CC(C)C)=C(/C)C1CC1CCNS(=O)(=O)c1ccc(C)cc1 (stereo not given),104,94,102,92,88,99,97,101,114
Brc1ccc(-c2nnc(CN3C=NC4C(N5CCOCC5)=NC=NC43)o2)cc1 (stereo not given),87,103,nt,102,112,100,104,115,118
CC(=O)O[C@H]1C/C=C\CC(=O)[C@@]2(C)O[C@@H]2CC[C@H](C)C1,90,95,110,92,108,92,94,97,96
COc1ccc(-c2nc(SC(C)C)nc(NN)c2C#N)cc1,80,38,65,51,47,68,53,87,84
O=C1Nc2ccc(Cl)cc2/C1=C\c1c(-c2ccc(Cl)cc2)nc2sc(C3CC3)nn12,81,78,39,41,9.3*,72,83,62,72
O=C1C(O)=C(c2ccccc2)C(=O)N1c1ccccc1,102,95,98,98,104,111,94,105,104
COc1ccc(-c2nc(-c3ccccc3O)cn3ccnc23)cc1,90,65,99,80,84,90,90,97,96
Cc1c(C(=O)/C=C/Nc2cccc(C(=O)O)c2)sc2nc3ccccc3n12,103,107,111,105,113,115,103,109,116
Cc1ccc(-n2cnc3c(NC(=O)Nc4ccccc4)ncnc32)cc1,99,101,115,92,85,96,94,97,107
Nc1ccc(C2=Nc3cccc4cccc(c34)S2)cc1,97,55,103,82,85,68,76,98,100
CC(O)C#CC(C)O (stereo not given),104,97,93,98,99,103,100,109,106
COc1ccc(NC(=O)Cn2cnc3c(cc(-c4ccccc4)n3-c3ccncc3)c2=O)cc1,nt,110,114,102,118,111,102,111,103
C/C(=N\NC(=S)Nc1cc(C)ccc1Cl)c1cc2ccccc2oc1=O,101,85,104,101,98,102,99,116,126
O=C(N/N=C/c1c(Cl)cccc1Cl)c1ccc(C(F)(F)F)nc1Nc1cccc(C(F)(F)F)c1,7.7*,-14*,15,-20*,13,12,8.2*,16,-15*

# For convenience, 21 of the compounds above:
SMILES,SW-620,HCT-15,SK-OV-3,HCT-116,OVCAR-4,IGROV1,KM12,HT29,COLO 205
CCC(=O)OC1CCCCC1,101,101,118,99,105,108,106,110,113
COc1ccc([C@@H]2[C@@H](Oc3ccccc3)C(=O)N2c2cc(OC)c(OC)c(OC)c2)cc1F,26,13,17,2.4*,39,18,12,-6.9*,-41*
O=c1[nH]cnc(O)c1C1C=CC=CC=C1,108,111,106,107,105,111,111,106,106
O=[N+]([O-])c1ccc(Nc2ccccc2)c([N+](=O)[O-])c1,95,102,108,106,112,103,114,80,118
NS(=O)(=O)c1ccc(CCN2C(=O)C3C(C2=O)C2(Cl)C(Cl)=C(Cl)C3(Cl)C2(Cl)Cl)cc1 (stereo not given),105,90,115,94,96,97,105,86,108
NC1=NC2(CCCCCC2)N(c2ccc(S(=O)(=O)Nc3ccccn3)cc2)C(N)=N1,98,104,104,101,103,107,104,106,107
COc1ccc(-c2nc(N/N=C/c3ccccc3F)nc(N3CCOCC3)c2C#N)cc1,94,86,111,89,103,79,108,90,88
O=C(CN1CCc2ccccc21)NC1=Nc2ccccc2C(=O)NN1,98,104,106,98,116,90,101,110,101
O=C(N/N=C/c1cccc(Oc2ccccc2)c1)c1cnn2c1NC(c1ccccc1)C2 (stereo not given),64,71,72,69,27,71,68,71,67
C/C(CC(C)C)=C(/C)C1CC1CCNS(=O)(=O)c1ccc(C)cc1 (stereo not given),104,94,102,92,88,99,97,101,114
Brc1ccc(-c2nnc(CN3C=NC4C(N5CCOCC5)=NC=NC43)o2)cc1 (stereo not given),87,103,nt,102,112,100,104,115,118
CC(=O)O[C@H]1C/C=C\CC(=O)[C@@]2(C)O[C@@H]2CC[C@H](C)C1,90,95,110,92,108,92,94,97,96
COc1ccc(-c2nc(SC(C)C)nc(NN)c2C#N)cc1,80,38,65,51,47,68,53,87,84
O=C1Nc2ccc(Cl)cc2/C1=C\c1c(-c2ccc(Cl)cc2)nc2sc(C3CC3)nn12,81,78,39,41,9.3*,72,83,62,72
O=C1C(O)=C(c2ccccc2)C(=O)N1c1ccccc1,102,95,98,98,104,111,94,105,104
COc1ccc(-c2nc(-c3ccccc3O)cn3ccnc23)cc1,90,65,99,80,84,90,90,97,96
Cc1c(C(=O)/C=C/Nc2cccc(C(=O)O)c2)sc2nc3ccccc3n12,103,107,111,105,113,115,103,109,116
Cc1ccc(-n2cnc3c(NC(=O)Nc4ccccc4)ncnc32)cc1,99,101,115,92,85,96,94,97,107
Nc1ccc(C2=Nc3cccc4cccc(c34)S2)cc1,97,55,103,82,85,68,76,98,100
CC(O)C#CC(C)O (stereo not given),104,97,93,98,99,103,100,109,106
COc1ccc(NC(=O)Cn2cnc3c(cc(-c4ccccc4)n3-c3ccncc3)c2=O)cc1,nt,110,114,102,118,111,102,111,103

# Remaining list, next part
SMILES,SW-620,HCT-15,SK-OV-3,HCT-116,OVCAR-4,IGROV1,KM12,HT29,COLO 205
COc1ccc(/C=C/C(=O)Nc2ncnc3nc[nH]c23)cc1,110,92,113,101,99,105,96,96,115
CCCCCC(O)c1ccccc1 (stereo not given),104,102,112,110,109,118,95,128,111
O=C(O)C(Oc1ccc(Cl)cc1)c1ccc(Cl)cc1 (stereo not given),102,99,97,105,118,89,95,109,102
COc1ccc(-c2nc(C(=O)Nc3cc(F)cc(F)c3)nn2-c2cccc3ccccc23)cc1OC,93,73,79,58,74,59,85,101,97
CCCCCCOC(=O)N1CCCC1,106,101,nt,109,99,129,115,107,111
C[Si](C)(CCl)O[Si](C)(C)CCl,103,140,97,94,115,116,100,93,112
CCCCCCSCCCCCC,102,108,108,99,100,104,99,107,104
NC(=O)c1cc(-c2ccc3ncnc(N4CCc5cc(F)c(Cl)cc54)c3c2)cnc1N,36,26,36,19,10,-41*,30,21,55
Nc1cc(N)c2cccnc2c1O,60,84,101,52,91,67,82,87,102
OCCN(Cc1ccccc1)Cc1ccccc1,103,98,111,98,103,114,102,101,117
O=S(=O)(O)c1cc(O)c2c(O)cc(S(=O)(=O)O)cc2c1,92,98,98,98,104,110,110,108,103
CC(=O)N(C)c1cccc2cccc(S(=O)(=O)O)c12,108,102,107,106,109,101,106,99,113
Cc1ccccc1C1=N[C@@H](Cc2ccccc2)C(=O)c2c(nc3ccccn23)N1,103,100,111,87,99,108,108,115,107
CCN1CCN(c2nc(NCCCNc3ccnc4cc(Cl)ccc34)c3ccccc3n2)CC1,9.7*,26,60,21,48,59,29,-16*,-23*
CCSC1OC(COC(C)=O)C(OC(C)=O)C(OC(C)=O)C1OC(C)=O (stereo not given),109,106,111,105,104,105,104,100,111
O=C(CCl)NNc1nccc(Nc2ccc(S(=O)(=O)Nc3ccncc3)cc2)n1,29,22,91,11,37,19,62,27,82
C=C1C(=O)O[C@H]2[C@H]1CC/C(C=Nc1c(N)cc(F)cc1Br)=C\CC[C@@]1(C)O[C@@H]21,26,31,87,48,105,60,99,36,39
CCOC(=O)c1ccc(NC(=S)NC(=O)c2ccc(Cl)cc2)cc1,104,100,104,101,109,105,99,124,115
CCC(SCC(N)=O)(C(N)=O)C(C)C (stereo not given),101,97,99,95,94,93,103,102,111
Cn1c(=O)c2c(nc(N3CCOCC3)n2C)n(C)c1=O,133,103,101,102,114,nt,101,109,124
CCOC(=O)/C=C1\S/C(=N\Nc2cc(=O)[nH]c3cccc(C)c23)N(c2ccccc2)C1=O,104,104,92,95,92,96,96,117,89
CCN(c1ccc(Cl)cc1)c1nc(-c2ccc(Br)cc2)cs1,95,106,90,92,95,87,94,103,103
Nc1nc(-c2cc3ccccc3o2)cc(=O)c(=O)[nH]1,102,103,97,110,102,100,105,100,106
Cc1ccc(NC(=O)C(C)Cl)cc1Cl (stereo not given),101,103,90,84,108,110,104,82,105
COC(=O)C1CCC(=O)N1S(=O)(=O)c1ccc([N+](=O)[O-])cc1 (stereo not given),111,104,116,112,92,107,104,98,107

# Compound activity deposited in PubChem by NCI.
